Screening data: PubChem BioAssay, National Center for Advancing Translational Sciences (NCATS)
TRPV1 agonist = HTS Assay for Compounds that Act as Agonists of the Vanilloid Receptor 1; activation, % at 8.33 µM; TRPV1-expressing cells, Fluo-8 calcium influx, agonist mode; AID 540275, 2011; 0.19% of 320,000 active; Transient receptor potential cation channel subfamily V member 1 (Homo sapiens), Q8NER1; in the data active = activation above about 80%; inconclusive = between about 30% and that limit; note: 0% is about no effect
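Cells expressing TRPV1 were dye-loaded with Fluo-8 and read kinetically: 10 s baseline, 3 min after compound (agonist portion), then 2 min after EC20 capsaicin (allosteric enhancer portion). Calcium-bound dye fluorescence at 480/520 nm.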
GALK inh = qHTS Assay for Inhibitors of Human Galactokinase (GALK); 0.007% of 270,000 active; Potency, µM (top dose mostly 57.5 µM), for inactives: at the top dose activity change, negative = inhibition, actives largely listed as inhibitors; AID 1868, 2009; Purified GALK, Kinase-Glo residual ATP luminescence; note: potency is the fitted concentration of half-maximal effect; % is set by controls: 0 for no effect and ±100 for the full control effect
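Human GALK (5 nM) with 35 uM ATP and 100 uM galactose in 20 mM HEPES pH 8.0, 5 mM MgCl2, 60 mM NaCl, 1 mM DTT, 0.01% BSA. After 1 h at room temperature, leftover ATP was read by Kinase-Glo Plus luminescence.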
Integrin act MD = qHTS for Activators of Integrin-Mediated Alleviation for Muscular Dystrophy | 0.064% of 350,000 active | alpha7betagal myoblasts, beta-gal FDG fluorescence, 48 h | Potency, µM (series often up to 38.3 µM), without a hit: at the top dose activation, actives largely listed as activators;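 note: potency is the fitted concentration of half-maximal effect; 100% = response of the positive control SU9516; nearly all actives have a fitted effect of over 60% in size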
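alpha7betagal+/- myoblasts (passage 13, 250/well) treated 48 h at 37C with compounds at 1:260 dilution of DMSO stock. Lysed, then beta-galactosidase activity read as FDG fluorescence (ex 480/em 540) after 30 min, with pre-read for autofluorescence.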
FBPA coupling cs = qHTS Assay for Inhibitors of Fructose-1,6-bisphosphate Aldolase from Giardia Lamblia: Coupling assay counterscreen; coupling enzyme system counterscreen, AmpLite Red fluorescence; activity change, negative = inhibition, % at 58.2 µM, hits read low; 0.67% of 290,000 active; AID 2472, 2010; in the data active = activity change below about -30%; note: % is set by controls: 0 for no effect and ±100 for the full control effect
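Activity here indicates interference with the coupling reaction, not aldolase inhibition. Compounds at 57.5 uM final met coupling enzymes for 10 min at RT; substrate and AmpLite Red detection followed, with a 525/598 nm fluorescence read after 20 min.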
CXXC DNA block = qHTS Fluorescence Polarization Assay for Inhibitors of MLL CXXC domain - DNA interaction | Histone-lysine N-methyltransferase 2A (Homo sapiens), Q03164 | MLL-CXXC / FITC-HOXA9 DNA fluorescence polarization | Potency, µM (titrated, usually from 115 µM), inactives show top-dose activity change, negative = inhibition, actives largely listed as inhibitors | 0.037% of 290,000 active; active = well fitted inhibition curve with a large enough effect in the polarisation, with a control signal flat, not every such curve was filed as active; inconclusive = small, poorly fitted or top-dose-only effect, or effect the other way, or a change in a side signal; inactive = no such curve, though single readings can be large or run the other way; the % refers to the polarisation; note: potency is the fitted concentration of half-maximal effect
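Steps: dispense CXXC domain solution (7 uM) → pin compounds or unlabeled HOX-A9 DNA control → 5 min ambient → add FLSN-HOX-A9 solution (50 nM) → spin → 30 min ambient → fluorescence polarization. Tris pH 7.5/NaCl/DTT/BSA buffer.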
hERG WT inh = qHTS for Inhibitors of KCHN2 3.1: Wildtype qHTS | Voltage-gated inwardly rectifying potassium channel KCNH2 (Homo sapiens), Q12809 | AID 720551, 2013 | 0.37% of 340,000 active | activity change, % at 1.84 µM | U2OS, BacMam KCNH2, thallium flux FluxOr; active compounds read low;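 active = maximum activity change below -70%; inconclusive = maximum activity change between -70% and -50%; inactive = maximum activity change above -50%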; note: % is set by controls: 0 for no effect and ±100 for the full control effect
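U2OS cells were transduced with wild-type KCNH2 virus (2.03 x 10^8 / mL) for 4 h at room temperature, then cultured overnight at 37 C. Thallium flux was read with FluxOr dye. Rate constants were normalized to DMSO controls.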
MBNL1 CUG block = qHTS Assay for Inhibitors of MBNL1-poly(CUG) RNA binding | Muscleblind-like protein 1 (Homo sapiens), Q9NR56 | TR-FRET MBNL1-His/biotin-(CUG)12 binding, 665/545 ratio | Potency, µM (series often up to 57.5 µM), without a hit: at the highest dose activity change, negative = inhibition, usual class: inhibitors | 0.036% of 280,000 active | AID 2675, 2010; active = well fitted inhibition curve with a large enough effect in the signal ratio, with a control signal flat, not every such curve was filed as active; inconclusive = small, poorly fitted or top-dose-only effect, or effect the other way, or a change in a side signal; inactive = no such curve, though single readings can be large or run the other way; the % refers to the signal ratio; note: potency is the fitted concentration of half-maximal effect; % is set by controls: 0 for no effect and ±100 for the full control effect
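MBNL1-His + Biotin-(CUG)12, cpd titration 92 nM–58 uM; Tb anti-His Ab 0.055 ng/ul, SA-XL665 5 nM (final); 60 min RT; ratiometric 665/545 nm, Ex 340 nm; normalized to buffer and full-complex controls.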
AT treatment = qHTS Assay for Identifying a Potential Treatment of Ataxia-Telangiectasia | Potency, µM (top dose mostly 57.5 µM), inactives show at the top dose activation, actives largely listed as activators | 0.19% of 320,000 active | AID 485349, 2010 | […] A-T fibroblasts, KAP-1 phosphorylation AlphaLISA; neocarzinostatin DNA damage 30 min before lysis; note: potency is the fitted concentration of half-maximal effect; % of control where 0% means no effect; nearly all actives have a fitted effect of over 45% in size
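ATM-like activity read as KAP-1 phosphorylation via AlphaLISA donor/acceptor antibody pairs after lysis and 6 hr at 25C. Cells were ATM-null patient fibroblasts ([…], hTERT), dosed 60 min, then exposed to the DSB inducer NCS for 30 min.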
S-ASM inh = Inhibitors of Secretory Acid Sphingomyelinase (S-ASM): qHTS. 0.006% of 340,000 active. Potency, µM (titrated, usually from 57.5 µM), for inactives: at the top dose activity change, negative = inhibition, usual class: inhibitors. AID 504937, 2011. placental ASM, HMU-PC fluorogenic substrate, 60 min. Sphingomyelin phosphodiesterase (Homo sapiens), P17405; note: potency is the fitted concentration of half-maximal effect
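Human placenta-derived ASM enzyme was preincubated with compound for 10 minutes at room temperature, then given fluorogenic substrate HMU-PC0 (9 uM final) for 60 minutes at 37 °C; a pH 10 stop preceded fluorescence reading at Ex 386/Em 447 nm.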
KCNH2 3.1 inh = qHTS for Inhibitors of KCHN2 3.1: Mutant qHTS. Potassium voltage-gated channel subfamily H member 2, brain isoform KCNH2 3.1 (human). U2OS KCNH2 3.1, thallium flux FluxOr; active compounds read low. activity change, % (tested at about 1.8 µM). 0.95% of 340,000 active;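 active = maximum activity change below -70%; inconclusive = maximum activity change from -70% to -50%; inactive = maximum activity change above -50%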;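 note: thallium influx rate constant from kinetic fluorescence after stimulation buffer; % is set by controls: 0 for no effect and ±100 for the full control effect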
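U2OS cells transduced with KCNH2 3.1 mutant virus (1.77 x 10^8 /mL, 4 h), plated overnight at 37 C, loaded 45 min with FluxOr dye plus Red40 quencher. Thallium flux rate constant from kinetic reads after stimulation buffer, normalised to controls.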
Starred values were filed as active, the others as inactive; i = inactive; ? = inconclusive; nt = not tested or not shown; & = joins results of further samples; [ ] = remark or other dose. Unless noted, calls come from the whole dose curve; as a rule, active = well fitted curve in the direction sought with a large enough effect; inconclusive = small, poorly fitted or top-dose-only effect, or another doubt; inactive = no such curve, though single readings can be large; an effect the other way counts as inactive or inconclusive.

item	molecule	TRPV1 agonist	GALK inh	Integrin act MD	FBPA coupling cs	CXXC DNA block	hERG WT inh	MBNL1 CUG block	AT treatment	S-ASM inh	KCNH2 3.1 inh
1	COc1ccc(-c2csc(NC(=O)c3cccs3)c2C(=O)O)cc1OC	-4	8%	3%	-24	-15%	8	?	0%	6%	-8
2	C/C(CC(=O)Nc1ccc(Cl)c(C(F)(F)F)c1)=N\NC(=O)c1cccc(O)c1	8	0%	-9%	5	-3%	4	nt	-8%	2%	2
3	CO/N=C/C(C(C)=O)C(=O)Nc1ccc(Cl)cc1Cl (stereo not given)	-1	1%	1%	7	2%	i	-5%	6%	-3%	3
4	CC(C)COC(=O)c1ccc(N2C(=O)c3ccccc3C2=O)cc1	21	-4%	4%	-1	2%	5	23%	2%	-2%	-11
5	CC(C)NC(=O)/C(=N\O)c1ccccc1	-3	0%	-15%	0	5%	3	0%	4%	4%	-9
6	Oc1c(Cl)cc(Cl)cc1C=Nc1ccc2c(c1)OCCO2	-2	-4%	-29%	-1	-7%	0	0%	-1%	7%	-4
7	N#CC1=C(N)NC(SCC(=O)c2ccc(Cl)cc2)=C(C#N)C12CCCC2	13	-1%	-17%	-1	2%	-2	8%	-5%	-8%	0
8	COCCCNc1nc(=S)[nH]c2cc(OC)c(OC)cc12	-5	-1%	24%	3	-2%	-4	8%	-5%	6%	-9
9	C=C1CCN([C@@H](C)C(=O)OCc2cccc(C)c2)S(=O)(=O)c2ccccc21	7	1%	0%	-4	12%	2	-7%	3%	0%	7
10	CC(=O)N1CCN(c2ccc(NC(=O)c3cccc(Cl)c3)cc2)CC1	16	2%	12%	2	-20%	6	-4%	11%	-4%	6
11	CC1(NC(=O)CCc2nc3sc4c(c3c(=O)[nH]2)CCCC4)CCS(=O)(=O)C1 (stereo not given)	3	nt	14%	nt	nt	0	nt	-2%	3%	0
12	O=C(NCCc1ccc(F)cc1)c1ccc(NS(=O)(=O)c2ccc3[nH]c(=O)[nH]c3c2)cc1	1	nt	29%	nt	nt	-2	nt	0%	-2%	-11
13	O=C1c2ccccc2NC(c2cccc(O)c2)N1NS(=O)(=O)c1ccccc1 (stereo not given)	1	-4%	15%	0	2%	3	-6%	5%	6%	-7
14	O=C(Nc1cccc(O)c1)c1ccc(C(=O)c2ccccc2)o1	?	0%	20%	3	-5%	-10	?	0%	0%	nt
15	Cc1cc(C(=O)COC(=O)c2ccc[nH]c2=O)c(C)n1-c1ccc(Br)cc1	1	-3%	21%	-1	0%	-9	-17%	4%	-8%	-4
16	CN(Cc1cnccn1)C(=O)CC1C(=O)NCCN1Cc1cccc(Oc2ccccc2)c1 (stereo not given)	0	-1%	0%	1	-9%	2	-6%	-1%	8%	-2
17	CCOC(=O)N1CCC(NC(=O)Cn2ncc3c4ccccc4n(C)c3c2=O)CC1	6	-3%	-9%	2	-6%	5	8%	-1%	1%	7
18	CCOc1ccc(C(=O)Nc2ccccc2N2CCN(C(=O)c3ccccc3)CC2)cc1[N+](=O)[O-]	8	7%	14%	nt	-3%	-92*	-2%	6%	-4%	-104*
19	COc1ccc([C@@H]2CC=C(C(=O)O)[C@H](c3ccc(C(C)(C)C)cc3)N2S(=O)(=O)c2ccc(C)cc2)cc1OC	nt	nt	3%	nt	nt	-3	nt	2%	-7%	10
20	CCCc1ccc(-c2cc(C(=O)N/N=C/c3ccc([N+](=O)[O-])o3)c3ccccc3n2)cc1	-4	1%	-51%[inhibitor]	-1	11%	7	9%	4%	-25%	-16
21	Cc1ccc2c(c1)c1n[nH]c(=S)nc1n2CCc1ccccc1	6	nt	12%	1	-3%	-10	10%	20%	2%	-10
22	COc1ccccc1Cn1c(=S)[nH]c2cc(C(=O)N3CCN(c4ccccc4OC)CC3)ccc2c1=O	-4	2%	9%	nt	4%	16	-4%	-1%	-3%	-2
23	O=C(COc1ccc(Cl)cc1Cl)NC(=O)N1CCOCC1	1	0%	6%	-3	3%	0	-2%	2%	1%	3
24	O=C(N/N=C\c1ccccc1OCc1ccccc1)c1ccco1	1	-2%	?	3	13%	1	nt	-13%	-6%	-1
25	COC(=O)CC(=O)O[C@H]1C=C[C@@H](NC(=O)OC(C)(C)C)C1	nt	nt	-5%	nt	nt	-2	nt	nt	-4%	6
26	CCCOc1ccc(OCCn2nc(C(=O)O)c3ccccc3c2=O)cc1	-2	1%	-10%	-17	0%	3	-6%	0%	-1%	10
27	COc1ccc(C(=O)Nc2cccc(/C=C(/CCC(=O)O)c3nc4ccccc4s3)c2)cc1	nt	nt	-18%	nt	nt	-6	nt	nt	1%	-2
28	NC(=O)c1cc(-c2csc(NCCc3ccccc3)n2)ccc1O	5	16%	?	0	6%	-7	0%	6%	6%	8
29	Cc1ccnc2nc(C(=O)OCC(=O)NCCc3ccccc3)nn12	3	-2%	-4%	2	9%	-1	-1%	-4%	1%	24
30	O=C(Cc1cccs1)N/N=C/c1ccco1	-6	-5%	7%	-1	-5%	7	22%	5%	1%	-25
31	O=C(CC1Sc2ccccc2NC1=O)OCc1cc(=O)oc2cc(O)ccc12 (stereo not given)	-3	0%	-7%	0	5%	3	16%	5%	nt	-20
32	CCOc1ccc(OCC)c(NC(=O)C2CCN(S(=O)(=O)c3cnc[nH]3)CC2)c1	-2	0%	21%	0	-3%	8	8%	1%	4%	-9
33	CNCc1nc2ccccc2[nH]1	5	1%	?	0	0%	2	-2%	3%	4%	-9
34	COC(=O)COc1ccc2c(-c3cccc([N+](=O)[O-])c3)cc(=O)oc2c1	8	2%	7%	-11	-6%	-7	?	9%	-1%	-5
35	COCCN(C(=S)Nc1c(C)cccc1C)C(C)c1cccnc1 (stereo not given)	-6	nt	1%	1	-2%	2	-13%	3%	3%	16
36	CCC1=C(OC(=O)N(CC)CC)N2C(=O)OC(=NCCc3c[nH]c4ccccc34)[C@]2(Cc2ccccc2)[C@H]2C1=CC[C@H]1C(=O)N(CC)C(=O)[C@H]12	2	3%	-17%	1&-1	6%	-8	1%	-16%	0%	1
37	COc1ccc(NCc2nnc(SCC(=O)NCc3ccco3)n2-c2ccccc2OC)cc1	1	1%	-35%	-3	-3%	9	?	-6%	1%	-5
38	CC12CCC(=O)N1C(C(=O)OCC(=O)Nc1sccc1C#N)CS2 (stereo not given)	-2	-1%	6%	0	1%	4	4%	7%	5%	12
39	CC(C)Cc1nc(Cl)c(C#N)c2c1CCC2	0	0%	-10%	3	3%	-1	nt	4%	4%	-7
40	NC(=O)NOCc1ccc(Cl)cc1Cl	-1	7%	-10%	2	10%	6	-17%	1%	1%	9
41	O=[N+]([O-])c1ccc(Cl)c(/C=N/n2c(C3CCCCC3)n[nH]c2=S)c1	-1	1%	-48%[inhibitor]	3	-17%	5	?	nt	-1%	1
42	CCOc1cc(C(=O)Nc2ccc(S(=O)(=O)NC3=NCCCCC3)cc2)cc(Br)c1OC	-3	nt	-4%	nt	nt	-1	nt	-4%	-3%	-16
